GPR35 antagonists: GPR35 antagonists blocking zaprinast-driven arrestin recruitment, primary screen, imaging, U2OS, beta-arrestin-GFP, zaprinast agonist (AID 2058); inhibition, % at 10 µM; hits with a dose series show IC50 in µM; 290,000 tested, 0.052% active; U2OS GPR35 beta-arrestin-GFP translocation imaging, zaprinast antagonism; higher % means a stronger effect; G-protein coupled receptor 35 (Homo sapiens);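 active = inhibition of at least 50% with at least 30 cells and total cytoplasm GFP at most 10,000,000; inconclusive = under 30 cells or total GFP of 10,000,000 plus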
GPR55 activation: GPR55 agonists via beta-arrestin recruitment, primary screen, imaging, U2OS cells, beta-arrestin-GFP redistribution (AID 1961). G-protein coupled receptor 55 (Homo sapiens). U2OS GPR55 beta-arrestin-GFP redistribution imaging; higher % means a stronger effect. one-dose activation, % at 10 µM; EC50 in µM for titrated hits. 290,000 tested, 0.048% active;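 active = activation above 40% with more than 50 cells counted in the well; inconclusive = wells holding fewer than 50 cells, flagged as toxic or sparse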;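 note: U2OS osteosarcoma cells stably expressing GPR55 and beta-arrestin-GFP; plate controls were DMSO negative control for no effect and LPI positive control for full effect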
AID2073: inhibitors of Mint1-CaV2.2 protein interaction, biochemical, HTRF (AID 2073); HTRF protein-protein interaction, Mint1-CaV2.2; higher % means a stronger effect; 290,000 tested, 0.19% active; Voltage-dependent N-type calcium channel subunit alpha-1B (Homo sapiens); inhibition, % at 20 µM, or IC50 in µM where a hit was titrated; in the data active = inhibition mostly above about 51%, no sharp cut-off; inconclusive = no clear call, values can overlap the other calls; inactive = mostly below about 53%; note: some results filed as inactive read as strong as hits
HIV fusion peptide: inhibitors of HIV fusion peptide binding, primary screen, biochemical, uHTS, fluorescence dequenching (AID 1986). cell-free peptide binding, fluorescence dequenching, 30 min; higher % means a stronger effect. one-dose inhibition, % at 20 µM; IC50 in µM for titrated hits. 290,000 tested, 0.3% active; in the data active = inhibition mostly above about 52%, no sharp cut-off; inactive = mostly below about 76%; note: some results filed as inactive read as strong as hits
SIAH1 antagonists: Siah-1 peptide-binding antagonists, primary screen, biochemical, fluorescence polarization, rhodamine-plectin, uHTS (AID 1817); E3 ubiquitin-protein ligase SIAH1 (Homo sapiens); Siah-1 / rhodamine-plectin peptide fluorescence polarization; higher % means a stronger effect; one-dose displacement, % at 20 µM; IC50 in µM for titrated hits; 290,000 tested, 0.02% active;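 active = displacement of at least 50% at 20 µM, with a fluorescence ratio check between 0.3 and a set limit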;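 note: plate controls were Siah plus tracer with DMSO for no effect and tracer alone without Siah for full effect; strong numbers were not always called active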
GPR55 LPI antagonism: GPR55 antagonists blocking LPI-driven arrestin recruitment, primary screen, imaging, U2OS, beta-arrestin-GFP, LPI agonist (AID 2013); G-protein coupled receptor 55 (Homo sapiens); U2OS GPR55 beta-arrestin-GFP translocation imaging, LPI antagonism; higher % means a stronger effect; one-dose inhibition, % at 10 µM; IC50 in µM for titrated hits; 290,000 tested, 0.13% active;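 active = spots per cell inhibited over 60%, with over 100 cells counted and total cytoplasm intensity under 500,000; inconclusive = wells with under 100 cells, flagged as likely toxic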;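 note: U2OS cells stably carrying GPR55 and arrestin-GFP stimulated by 5 µM LPI near EC80; imaged beta-arrestin-GFP aggregate spots per cell after agonist stimulation; plate controls were LPI-stimulated DMSO wells for no effect and DMSO wells without LPI for full effect; some results filed as inactive read as strong as hits; confirmed hits need IC50 under 10 µM and bright autofluorescent wells are also inconclusive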
NTR1 agonist: agonists of NTR1, primary screen, imaging, U2OS cells, beta-arrestin-GFP, high content (AID 493036). 330,000 tested, 0.17% active. Neurotensin receptor type 1 (Homo sapiens), P30989. NTR1-U2OS beta-arrestin-GFP spot imaging, agonist mode. activation, % at 20 µM;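 active = activation at or above 40% of the spot to cytoplasm intensity ratio, with at least 20 cells analyzed; inconclusive = wells under 20 cells, flagged as cytotoxic or low count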;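 note: 0% = DMSO without peptide and 100% = 100 nM NTR1 peptide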
Target sequence (P30989 whole entry, looked up): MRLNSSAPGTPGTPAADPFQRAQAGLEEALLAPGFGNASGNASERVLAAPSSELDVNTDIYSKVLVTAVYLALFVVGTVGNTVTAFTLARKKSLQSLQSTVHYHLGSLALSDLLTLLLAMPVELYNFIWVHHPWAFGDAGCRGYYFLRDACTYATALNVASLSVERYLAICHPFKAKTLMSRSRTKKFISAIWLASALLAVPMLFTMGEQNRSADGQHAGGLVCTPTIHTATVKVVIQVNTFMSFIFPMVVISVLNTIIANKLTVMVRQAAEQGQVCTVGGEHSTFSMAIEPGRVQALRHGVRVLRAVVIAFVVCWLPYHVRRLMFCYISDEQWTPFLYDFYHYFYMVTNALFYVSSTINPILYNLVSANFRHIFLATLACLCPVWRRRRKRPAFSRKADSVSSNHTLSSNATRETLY
UTI89 phage lysis: inhibition of K1F phage lysis, E. coli UTI89, bacterial capsule biogenesis inhibitors, alamar blue (AID 488966) | E. coli UTI89 K1F phage lysis, alamar blue, 2 h; higher % means a stronger effect | inhibition, % at 100 µM; hits with a dose series show IC50 in µM | 340,000 tested, 0.02% active;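 active = phage lysis inhibition, versus mean bacterial control, above a set limit; inconclusive = no clear call, values can overlap the other calls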;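 note: capsule biogenesis inhibitors block K1F phage lysis so surviving cells raise fluorescence; higher fluorescence means more inhibition of phage lysis; actives were called in the ten point dose series up to 300 µM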
NS5 inhibitors: Dengue-2 NS5 methyltransferase inhibitors, primary screen, biochemical, confirmation dose response (AID 588689); Genome polyprotein (Dengue virus type 2 (strain 16681-PDK53)); Dengue-2 NS5 methyltransferase capping enzyme assay, biochemical; higher % means a stronger effect; inhibition, % at 25 µM; hits with a dose series show IC50 in µM; 340,000 tested, 0.3% active; in the data active = a potency from the dose series; inconclusive = inhibition above about 29% without an active follow-up result
NTR1 agonist cell count 20 µM: recorded beside NTR1 agonist, whose call it bears; cell count; measured here: cell count, cytotoxicity flag
* marks the source's active call; other numbers are inactive results; ? = inconclusive; . = no result given; [ ] = dose if it differs, or a comment. No enrichment for hits; 1.2% or so of the library scored in one or more.

| SMILES | GPR35 antagonists | GPR55 activation | AID2073 | HIV fusion peptide | SIAH1 antagonists | GPR55 LPI antagonism | NTR1 agonist | NTR1 agonist cell count 20 µM | UTI89 phage lysis | NS5 inhibitors |
| --- | --- | --- | --- | --- | --- | --- | --- | --- | --- | --- |
| O=C(Nc1cccc(F)c1)Nc1ccc(Cl)cn1 | -8% | 0.0% | 2% | -0.8% | 5% | -7% | 0.8 | 52 | 0.2% | -1% |
| O=C(CN1CCN(c2ccccc2O)CC1)NNC(=O)c1ccc(Cl)cc1 | -10% | 0.3% | -1% | 10% | -2% | 8% | 1.7 | 51 | 2.2% | 1% |
| O=C(NNc1c(Cl)cccc1Cl)c1cccs1 | 0% | -0.2% | -2% | -2.0% | -5% | -11% | 5.2 | 56 | -1.5% | -4% |
| COc1ccccc1OCC(=O)NNC(=O)Nc1ccc(Cl)cc1 | 0% | 0.8% | -2% | -1.0% | 7% | -7% | 1.9 | 19 | -0.9% | -12% |
| C/C(=N\NC(=O)c1c[nH]c2ccccc12)c1ccccn1 | 18% | -0.4% | -7% | 0.9% | -6% | 4% | -0.3 | 47 | 0.4% | -3% |
| Cc1cc(C)n(CCCNC(=O)c2ccc(S(=O)(=O)NCc3ccco3)cc2)n1 | 3% | -0.5% | 3% | 0.9% | -4% | 6% | -0.3 | 82 | -0.1% | 1% |
| C=CCNc1sc(C(=O)C2CC2)c(N)c1C#N | -7% | 0.0% | -12% | 0.2% | 1% | 1% | 0.1 | 54 | 0.7% | -8% |
| CC(C)C(c1nnnn1C1CCCC1)N(C)C1CCCCC1 (configuration not stated) | 4% | 0.2% | 3% | -0.7% | -3% | 11% | -1.6 | 81 | 0.7% | -5% |
| O=C(CN1CCCC1)Nc1ccc(OCc2ccccc2)cc1 | -2% | 0.2% | 1% | -1.3% | -1% | 11% | -1.7 | 31 | -0.9% | 2% |
| CCCS(=O)(=O)N1CCCC(C(=O)NCCCN2CCN(c3cccc(Cl)c3)CC2)C1 (configuration not stated) | 10% | 0.0% | 4% | 0.2% | 2% | 4% | . | . | 0.4% | -5% |
| CCOC(=O)c1c(NC(=O)CN2CCCCC2)sc(CN(C)C)c1-c1ccccc1 | -2% | 0.8% | 3% | 1.0% | 6% | 12% | 12 | 56 | -0.5% | 1% |
| O=C(Nc1ccc(Oc2cccnc2)cc1)C1CCCCN1Cc1ccc(CO)o1 (configuration not stated) | 3% | -0.1% | 6% | 0.2% | 14% | -4% | 0.6 | 90 | 1.5%[50 µM] | 3% |
| COc1cccc(/C=N/NC(=O)Cn2ccnc2C)c1 | -14% | -0.1% | -9% | -0.4% | 4% | 1% | 1.5 | 44 | -0.1%[50 µM] | -8% |
| Cc1ccc(C2CC(c3cccc(Cl)c3)n3nc(N)nc3N2)cc1 (configuration not stated) | 11% | 0.9% | -2% | -3.2% | 2% | 1% | -1.0 | 55 | 7.4% | -3% |
| O=C(O)/C=C/c1cn(-c2ccccc2)nc1-c1ccc2c(c1)OCCO2 | -6% | -0.1% | 12% | 4.6% | 13% | 10% | -1.8 | 48 | 0.0% | 2% |
| O=C(COC(=O)Cn1cnc2ccccc21)Nc1cc(S(=O)(=O)N2CCOCC2)ccc1Cl | 8% | 0.0% | -9% | 1.2% | -2% | -3% | -1.1 | 60 | -0.1% | -7% |
| Nc1ccc(S(=O)(=O)Nc2nccc(/C=C/c3cccc(Br)c3)n2)cc1 | 6% | -0.1% | 8% | 3.3% | -1% | 4% | 0.5 | 45 | 0.2% | -2% |
| Cc1ccc(Nc2ccc(N)cc2S(=O)(=O)O)cc1 | 8% | 0.3% | -6% | 59% | 1% | 7% | -1.4 | 90 | 0.2% | 47% |
| N#Cc1nc(-c2ccc(Cl)cc2)oc1N1CCCCC1 | -10% | -0.1% | 10% | -0.8% | -4% | -16% | 7.4 | 52 | 0.1% | 7% |
| CCOc1cc(NC(=O)c2ccccn2)c(OCC)cc1NC(=O)c1ccc(Cl)cc1 | -17% | -0.1% | ? | -1.4% | 8% | -5% | 0.8 | 67 | 0.0% | 2% |
| CCOc1ccccc1NC(=O)CCC(=O)Nc1ccccc1OCC | -8% | 0.2% | 7% | -1.8% | 0% | 0% | -0.7 | 75 | 0.4% | 1% |
| Cc1cccn2c(=O)c(C=C(C#N)C#N)c(N3CCN(c4ccccc4)CC3)nc12 | -15% | 0.4% | 19% | 3.3% | 2% | -6% | 5.6 | 81 | 1.3%[50 µM] | 15% |
| O=C(C1CC(=O)N(c2ccccc2)C1)N1CCN(C2=NS(=O)(=O)c3ccccc32)CC1 (configuration not stated) | 1% | -0.2% | 4% | -4.5% | -2% | 4% | 1.7 | 66 | 12% | -3% |
| COc1ccc(Cl)cc1NC(=O)CN1CCC(n2nnc3cc(C)ccc32)CC1 | 2% | -0.1% | 2% | 4.0% | 17% | 6% | 0.5 | 89 | 0.1% | -3% |
| CCN(CC)S(=O)(=O)c1ccc(C)c(NC(=O)COc2ccc(Cl)cc2Br)c1 | 10% | 0.4% | 17% | 2.5% | 13% | 14% | 3.7 | 62 | 1.3%[50 µM] | -2% |
| O=C1CN(C(=O)CSc2nc(-c3ccc(Cl)cc3)cs2)c2ccccc2N1 | 5% | -0.2% | -5% | -0.2% | 11% | 2% | 1.5 | 66 | -0.6% | 17% |
| NC(=O)/C(=N\O)c1ccccc1 | -15% | -0.2% | 2% | 0.6% | 2% | 19% | -0.9 | 77 | -0.3% | -5% |
| O=C(N/N=C/c1ccc(-c2ccccc2[N+](=O)[O-])o1)[C@H]1C[C@@H]1c1ccccc1 | -4% | -0.3% | 26% | 17% | -6% | -1% | 2.7 | 65 | -4.8% | 13% |
| COc1ccc(N=C2C(=Nc3ccc(OC)cc3)N(c3ccc(OC)cc3)C(=S)N2C)cc1 | 16% | 0.2% | 1% | -2.7% | 0% | 9% | 1.0 | 38 | 0.0% | -4% |
| COC(=O)C(C)Sc1ncnc2c1nnn2-c1ccc(F)cc1 (configuration not stated) | 12% | -0.1% | -10% | 0.4% | 8% | 7% | 8.3 | 38 | -0.4% | -22% |

The closing 2 compounds of the part before come first, to join the parts:
| SMILES | GPR35 antagonists | GPR55 activation | AID2073 | HIV fusion peptide | SIAH1 antagonists | GPR55 LPI antagonism | NTR1 agonist | NTR1 agonist cell count 20 µM | UTI89 phage lysis | NS5 inhibitors |
| --- | --- | --- | --- | --- | --- | --- | --- | --- | --- | --- |
| COc1ccc(N=C2C(=Nc3ccc(OC)cc3)N(c3ccc(OC)cc3)C(=S)N2C)cc1 | 16% | 0.2% | 1% | -2.7% | 0% | 9% | 1.0 | 38 | 0.0% | -4% |
| COC(=O)C(C)Sc1ncnc2c1nnn2-c1ccc(F)cc1 (configuration not stated) | 12% | -0.1% | -10% | 0.4% | 8% | 7% | 8.3 | 38 | -0.4% | -22% |
| COc1ccc(-c2nc(C#N)c(NCCCN(C)C)o2)cc1OC | 9% | -0.1% | 25% | -1.0% | -6% | 15% | -1.4 | 53 | 5.6% | 3% |
| CC(C)Oc1ccc(CCc2nnc(SCC(=O)O)n2-c2ccccc2)cc1 | -6% | -0.9% | -3% | -1.0% | 3% | 17% | 2.4 | 34 | 0.4% | 5% |
| CCOC(=O)c1ccc(N2C(=O)CC(N3CCOCC3)C2=O)cc1 (configuration not stated) | -2% | -0.1% | 7% | 0.7% | 0% | 30% | -2.4 | 74 | 1.4% | -1% |
| NC(=O)CC(NC(=O)c1ccccc1)c1ccc(NCCCN2CCCC2=O)c([N+](=O)[O-])c1 (configuration not stated) | 9% | -0.1% | 18% | -1.0% | 0% | -1% | -2.3 | 109 | 0.2% | -1% |
| COc1ccc(N=C2SC(C(=O)Nc3ccc(OC)cc3)CC(=O)N2CCN2CCOCC2)cc1 (configuration not stated) | -3% | 0.5% | -1% | 1.1% | 2% | 15% | 1.8 | 41 | 2.7% | -1% |
| CC(=O)OC1c2c(ccc3ccc(=O)oc23)OC(C)(C)C1OC(=O)CC(C)C (configuration not stated) | 11% | 0.3% | -6% | -2.4% | -2% | -4% | 13 | 83 | -0.5% | -10% |
| COc1ccc(COC(=O)N/N=C(\C)CC(=O)NCc2ccc(Cl)cc2)cc1 | 2% | -0.3% | 6% | 2.1% | 5% | 2% | 2.5 | 50 | -0.3% | 1% |
| CCOc1cc(CN2CCCCC2)ccc1OC | 17% | -0.2% | 0% | -3.0% | 4% | 1% | 0.3 | 46 | 2.2% | -5% |
| Cc1ccc(-c2csc(NC(=O)COC(=O)c3cccc(S(=O)(=O)N4CCOCC4)c3)n2)cc1 | 18% | -0.2% | 15% | -1.1% | 1% | 9% | -1.2 | 91 | . | . |
| CCOC(=O)Nc1ccc(OCc2nnc3c4ccccc4c(C)nn23)cc1 | -11% | -0.1% | 7% | -1.6% | 0% | -8% | 0.5 | 43 | 0.4% | -1% |
| Cc1ccc(CN2C(=O)CCC2C(=O)NCc2ccc(F)cc2)cc1 (configuration not stated) | -5% | 0.2% | -1% | -1.2% | -7% | 12% | 0.4 | 46 | 0.3% | 0% |
| CC(C)CCn1c(=O)c2ccccc2n2c(CCl)nnc12 | 0% | 0.2% | -3% | -0.3% | 18% | -9% | 1.3 | 56 | 0.3% | 3% |
| CCc1cc2cc(C)cc(C)c2nc1Cl | 4% | -0.1% | ? | -0.6% | 0% | 0% | 1.8 | 37 | 0.1% | -10% |
| Cc1ccc(-n2[nH]c(C)c(/C=N/c3ccccn3)c2=O)cc1 | -7% | -0.2% | 1% | 0.7% | 4% | 8% | 1.4 | 57 | 1.2% | -1% |
| CCOc1ccc(CCNC(=O)CCC(=O)N2CCOc3ccccc32)cc1OCC | 4% | 0.0% | -11% | 0.4% | 2% | 2% | 2.4 | 93 | -0.8% | 0% |
| Cc1cccc(OCC(=O)NNC(=O)CCc2ccccc2)c1 | -6% | 0.0% | 12% | -0.7% | -9% | 6% | . | . | 0.3% | -9% |

Screens: PubChem, several laboratories
